# High-throughput results from PubChem BioAssay.
# RSV antiviral HEp-2: RSV antiviral activity via CPE protection, HEp-2 cells, primary 10 µM value included (AID 2391). HEp-2 cells, RSV-induced CPE inhibition; higher % means a stronger effect. CPE inhibition, % at 10 µM; hits with a dose series show IC50 in µM. hit rate 0.13% among 310,000; in the data active = a potency from the dose series; inconclusive = CPE inhibition mostly from about 23% at the one dose, without a potency; inactive = the rest, 99 in 100 with CPE inhibition below about 21%; also: strong numbers were not always called active
# ER stress rescue: rescue of cells from ER stress-induced death, primary screen, 384-well, CSM14.1, thapsigargin, ATP luminescence (AID 1222); CSM14.1 thapsigargin-induced death rescue, ATP luminescence; higher % means a stronger effect; cellular ATP content (survival), % at 20 µM; hits with a dose series show EC50 in µM; 190,000 tested, under 10 active;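 active = EC50 below 50 µM in the dose-response confirmation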;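 also: death triggered by thapsigargin at about 15 µM added after 2 h compound pretreatment; cell ATP read after overnight thapsigargin exposure of roughly 18 to 22 hours; normalized against plate controls of thapsigargin alone and 5% DMSO vehicle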
# WT yeast gro inh: growth inhibition of WT yeast, mitochondrial fusion screen; hit rate 2.1% among 190,000; mitochondrial fusion phenotypic screen, WT strain; AID 1362; inhibition, % at 10 µM; in the data active = inhibition above about 58%; tested in S. cerevisiae
# Yfh1-depleted yeast: mitochondrial function rescue without frataxin homolog – Friedreich's ataxia, plus single-dose screen, dose response (AID 1465); S. cerevisiae Yfh1-off respiration, WST-1 reduction, 72 h; higher fold induction means a stronger effect; fold induction at 50 µM; hits with a dose series show EC50 in µM; hit rate 0.074% among 220,000;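 active = fold induction of absorbance versus untreated yeast above a set limit, then at least 30% activation at any dose in follow-up; inconclusive = repeats straddling the limit, or above it without dose testing; inactive = fold induction below the set limit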;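 also: activators that raise dye reduction in frataxin-depleted yeast; strong numbers were not always called active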
# West Nile antiviral: inhibition of WNV-induced cytopathic effect – cell-based, CPE readout (AID 1621) | CPE inhibition, % at 10 µM, or IC50 in µM where a hit was titrated | West Nile virus-infected cells, CPE inhibition; higher % means a stronger effect | hit rate 0.02% among 290,000; in the data active = a potency from the dose series; inconclusive = CPE inhibition mostly from about 3.7% at the one dose, without a potency; inactive = the rest, 99 in 100 with CPE inhibition below about 2.2%; also: strong numbers were not always called active
# UTI89 phage lysis: inhibition of K1F phage lysis, E. coli UTI89, bacterial capsule biogenesis inhibitors, alamar blue (AID 488966); E. coli UTI89 K1F phage lysis, alamar blue, 2 h; higher % means a stronger effect; one-dose inhibition, % at 100 µM; IC50 in µM for titrated hits; hit rate 0.02% among 340,000;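 active = phage lysis inhibition, versus mean bacterial control, above a set limit; inconclusive = no clear call, values can overlap the other calls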;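 also: capsule biogenesis inhibitors block K1F phage lysis so surviving cells raise fluorescence; higher fluorescence means more inhibition of phage lysis; actives were called in the ten point dose series up to 300 µM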
# XIAP antagonists: XIAP antagonists, biochemical, IAP family, fluorescence polarization (AID 1018); XIAP BIR domain, fluorescence polarization peptide displacement; higher % means a stronger effect; one-dose displacement, % at 20 µM; IC50 in µM for titrated hits; hit rate 0.007% among 200,000; in the data active = displacement above about 50%; also: a part of the inactive calls stands beside numbers as strong as those of hits
# Large T inhibition: TAg ATPase/helicase activity blockers – biochemical (AID 1903); SV40 large T antigen ATPase/helicase inhibition assay; higher % means a stronger effect; one-dose inhibition, % at 20 µM; IC50 in µM for titrated hits; hit rate 0.39% among 310,000; in the data active = a potency from the dose series; inconclusive = inhibition mostly from about 32% at the one dose, without a potency; inactive = the rest, 99 in 100 with inhibition below about 32%; also: strong numbers were not always called active
# Dengue-2 NS5 capping: Dengue-2 NS5 methyltransferase inhibitors, primary screen, biochemical, confirmation dose response (AID 588689). hit rate 0.3% among 340,000. Dengue-2 NS5 methyltransferase capping enzyme assay, biochemical; higher % means a stronger effect. inhibition, % at 25 µM, or IC50 in µM where a hit was titrated; in the data active = a potency from the dose series; inconclusive = inhibition above about 29% without an active follow-up result
# WT yeast gro inh mutant strain: second read-out of WT yeast gro inh, no call of its own (marks repeat the call); inhibition, %; mitochondrial fusion phenotypic screen, mutant strain inhibition
# Active calls of the source: *; i = inactive; u = inconclusive; x = not tested or not shown; [ ] = dose if it differs, or a comment.
compound	RSV antiviral HEp-2	ER stress rescue	WT yeast gro inh	WT yeast gro inh mutant strain	Yfh1-depleted yeast	West Nile antiviral	UTI89 phage lysis	XIAP antagonists	Large T inhibition	Dengue-2 NS5 capping
COc1ccc(C(CNC(=O)c2cccc(N(C)C)c2)N2CCCC2)cc1 (stereo unspecified)	-1.9%	-2.8%	2	-7	i	-0.5%	0.0%	-0.4%	10%	-4%
CCOC(=O)c1ccc(NC(=S)NCCCN2CCN(C3CCCCC3)CC2)cc1	0.5%	-4.9%	-8	-2	i	-1.0%	1.6%[50 µM]	-2.1%	6%	-16%
COc1ccc(Nc2ccnc3ccccc23)cc1	3.2%	1.9%	-1	-4	i	-0.4%	0.8%	-8.3%	3%	-5%
COc1ccc(-c2nc3cnccn3c2NCc2ccccc2)cc1SC1CCCCC1	0.4%	x	x	x	x	x	0.8%	x	21%	-16%
N#CCC(CNc1ncc(C(F)(F)F)cc1Cl)OC(=O)c1c(F)cccc1F (stereo unspecified)	u	x	x	x	i	0.1%	0.1%	x	x	1%
CCOC(=O)N1CCC(NC(=O)CCc2cn(C)c3ccccc23)CC1	0.0%	0.0%	-17	-17	i	-0.4%	5.6%	-2.7%	2%	3%
CC(=O)c1ccc(NC(=O)COC(=O)c2c3c(nc4ccccc24)/C(=C\c2cccs2)CCC3)cc1	11%	11%	-7	12	i	-0.1%	11%	1.5%	-6%	5%
CCOC(=O)N1CCC(NC(=O)c2ccc(CS(=O)c3cccc(Cl)c3)o2)CC1 (stereo unspecified)	0.6%	x	x	x	x	0.3%	0.1%	x	7%	7%
O=S(=O)(c1ccc(NCC2CCCCC2)nc1)N1CCOCC1	3.3%	-1.3%	0	-5	i	-1.0%	4.5%	-6.3%	4%	-2%
COc1ccc(NC(=O)CSc2nccn2Cc2ccccc2)c(OC)c1	19%	x	x	x	x	-0.3%	-0.2%[50 µM]	x	10%	-5%
CCC(C(=O)Nc1ccc(S(=O)(=O)N2CCN(C)CC2)cc1)c1ccccc1 (stereo unspecified)	0.0%	x	x	x	x	-0.4%	0.1%	x	24%	5%
O=[N+]([O-])c1ccc(Sc2nnnn2-c2ccccc2)nc1	x	-1.1%	25	19	i	-2.1%	x	-3.4%	u	x
Cc1cc(C)c(NC(=O)C(=O)NCc2ccco2)c(C)c1	-1.2%	-0.3%	3	5	i	-0.9%	2.5%	-1.0%	-2%	-4%
Cc1cc(C)cc(-n2c(SCC(=O)NCc3ccc4c(c3)OCO4)nc3ccccc3c2=O)c1	7.7%	3.5%	5	-13	i	-0.1%	2.2%	-8.9%	17%	-4%
O=S(=O)(c1ccc(-n2cnnn2)cc1)N1CCC(N2CCCCC2)CC1	0.0%	-6.9%	-4	9	i	-0.2%	-0.5%	-6.6%	4%	2%
O=C(CN1CCN(S(=O)(=O)c2ccc(Br)cc2)CC1)N/N=C/c1cccnc1	1.7%	-0.8%	4	5	i	-0.6%	3.3%	-1.7%	-1%	0%
CCn1c(SCC(=O)N2CCN(c3ccccc3)CC2)nnc1-c1ccoc1C	11%	1.1%	-30	-10	i	-0.7%	0.4%	-3.5%	9%	1%
CCOC(=O)N1CCC(NC(=O)C2CCCN(S(=O)(=O)c3ccc4c(c3)oc(=O)n4C)C2)CC1 (stereo unspecified)	7.6%	-0.5%	-4	-54	i	-0.3%	0.1%	-4.6%	13%	-7%
COc1ccc(C(C)(C)C)cc1NC(=O)COC(=O)C(C)C	0.5%	0.7%	27	12	i	-0.3%	0.1%	-1.4%	6%	-9%
NC(=O)NC(CC(=O)NCCc1ccccn1)c1ccccc1Cl (stereo unspecified)	-0.4%	x	x	x	x	0.1%	0.6%	x	11%	-7%
COc1cc(/C=C(\NC(C)=O)C(=O)NC(C)(C)C)ccc1OC(C)=O	1.9%	-0.7%	-14	-15	i	0.3%	0.2%	-3.7%	22%	-8%
COc1ccccc1NC(=O)Nc1nc(CC(=O)NCc2ccccn2)cs1	0.6%	x	x	x	x	x	-0.1%[50 µM]	x	30%	1%
Cn1c(=O)c2c(nc(Oc3ccc4c(c3)OCO4)n2Cc2ccc(Cl)cc2)n(C)c1=O	1.2%	-2.8%	15	14	i	-0.1%	0.3%	-8.8%	7%	2%
CCC(=O)NCC(c1ccco1)N1CCN(c2ccc(OC)cc2)CC1 (stereo unspecified)	0.4%	x	8	-4	i	0.2%	0.3%	-1.5%	32%	-1%
CC(=O)NCC1CCN(C(=O)C2CCC(=O)N(CCc3cccc(F)c3)C2)CC1 (stereo unspecified)	0.7%	x	x	x	x	0.2%	0.1%	x	6%	3%
COc1ccc(CNC(=O)COC(=O)c2ccco2)cc1	1.5%	1.1%	-4	-2	i	1.0%	-0.1%	-6.9%	5%	-1%
CCOC(=O)c1c(NC(=O)Cc2cccs2)sc2c1CCCC2	-0.3%	0.8%	-11	-9	i	-0.6%	0.0%	-17%	11%	11%
CC(OC(=O)c1cc(O)c2ccccc2c1O)C(=O)Nc1ccc(C(N)=O)cc1 (stereo unspecified)	0.1%	x	x	x	x	x	-0.6%[50 µM]	x	34%	23%

# An excerpt from above in order of formula weight, smallest number first:
compound	RSV antiviral HEp-2	ER stress rescue	WT yeast gro inh	WT yeast gro inh mutant strain	Yfh1-depleted yeast	West Nile antiviral	UTI89 phage lysis	XIAP antagonists	Large T inhibition	Dengue-2 NS5 capping
NC(=O)NC(CC(=O)NCCc1ccccn1)c1ccccc1Cl (stereo unspecified)	-0.4%	x	x	x	x	0.1%	0.6%	x	11%	-7%
COc1cc(/C=C(\NC(C)=O)C(=O)NC(C)(C)C)ccc1OC(C)=O	1.9%	-0.7%	-14	-15	i	0.3%	0.2%	-3.7%	22%	-8%
Cn1c(=O)c2c(nc(Oc3ccc4c(c3)OCO4)n2Cc2ccc(Cl)cc2)n(C)c1=O	1.2%	-2.8%	15	14	i	-0.1%	0.3%	-8.8%	7%	2%

# Only Yfh1-depleted yeast and UTI89 phage lysis (five entries from above):
molecule | Yfh1-depleted yeast | UTI89 phage lysis
O=S(=O)(c1ccc(NCC2CCCCC2)nc1)N1CCOCC1 | i | 4.5%
COc1ccc(NC(=O)CSc2nccn2Cc2ccccc2)c(OC)c1 | x | -0.2%[50 µM]
CCC(C(=O)Nc1ccc(S(=O)(=O)N2CCN(C)CC2)cc1)c1ccccc1 (stereo unspecified) | x | 0.1%
O=[N+]([O-])c1ccc(Sc2nnnn2-c2ccccc2)nc1 | i | x
Cc1cc(C)c(NC(=O)C(=O)NCc2ccco2)c(C)c1 | i | 2.5%

# Complete entries, looked up by structure. Order of screens: RSV antiviral HEp-2	ER stress rescue	WT yeast gro inh	WT yeast gro inh mutant strain	Yfh1-depleted yeast	West Nile antiviral	UTI89 phage lysis	XIAP antagonists	Large T inhibition	Dengue-2 NS5 capping
# Shown for `COc1ccc(CNC(=O)COC(=O)c2ccco2)cc1` = 1.5%	1.1%	-4	-2	i	1.0%	-0.1%	-6.9%	5%	-1%
# Shown for `COc1ccc(C(C)(C)C)cc1NC(=O)COC(=O)C(C)C` = 0.5%	0.7%	27	12	i	-0.3%	0.1%	-1.4%	6%	-9%
